Source: PubChem BioAssay (The Scripps Research Institute Molecular Screening Center)
GPR151 activ = activators of human GPR151, primary screen, cell-based, PathHunter beta-arrestin, luminescence; hit rate 1% among 650,000; activation, % at 11.2 µM; PathHunter beta-arrestin GPR151 cells; in the data active = activation above about 4.9%;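 note: 0% = median of compound wells and 100% = cells with positive control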
Target sequence (Q8TDV0 whole entry, looked up): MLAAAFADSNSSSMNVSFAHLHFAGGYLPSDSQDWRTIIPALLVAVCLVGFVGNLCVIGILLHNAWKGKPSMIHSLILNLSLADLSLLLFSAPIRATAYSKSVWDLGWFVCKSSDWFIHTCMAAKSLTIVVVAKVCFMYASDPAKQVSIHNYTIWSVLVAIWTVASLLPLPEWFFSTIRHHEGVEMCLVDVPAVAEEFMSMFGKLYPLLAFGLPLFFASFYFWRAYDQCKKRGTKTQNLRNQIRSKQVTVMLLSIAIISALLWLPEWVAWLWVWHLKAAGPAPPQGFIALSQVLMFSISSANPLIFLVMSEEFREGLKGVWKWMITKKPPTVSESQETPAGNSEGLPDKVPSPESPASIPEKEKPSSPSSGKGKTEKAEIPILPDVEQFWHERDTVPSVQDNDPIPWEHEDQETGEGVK
TEAD-YAP block = TEAD-YAP interaction inhibition, primary screen, TEAD-YAP interaction inhibitor project, luminescence, HEK-TIYL cells. TEAD-Gal4/YAP UAS-luciferase luminescence. inhibition, % at 9.12 µM. hit rate 1.4% among 640,000; in the data active = inhibition above about 32%;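 note: 0% = median of test compound wells and 100% = reference inhibitor wells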
MITF primary = MITF inhibitors, primary screen, biochemical, AlphaScreen, human; Microphthalmia-associated transcription factor (Homo sapiens), O75030; AlphaScreen MITF homodimerization, bead proximity signal; inhibition, % at 2.6 µM; hit rate 0.91% among 650,000; in the data active = inhibition above about 50%;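 note: 0% = vehicle wells with protein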
FBW7 activator = FBW7 E3 ligase activators, primary screen, biochemical, AlphaScreen, human; F-box/WD repeat-containing protein 7 (Homo sapiens), Q969H0; AlphaScreen FBW7–phospho-cyclin E peptide binding, activator screen; normalized activity (activation), % at 26.1 µM; hit rate 0.13% among 650,000; AID 1259310, 2017; in the data active = normalized activity above about 1.9%;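 note: purified mutant Fbw7 with reduced substrate affinity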
Target sequence (Q969H0 whole entry, looked up): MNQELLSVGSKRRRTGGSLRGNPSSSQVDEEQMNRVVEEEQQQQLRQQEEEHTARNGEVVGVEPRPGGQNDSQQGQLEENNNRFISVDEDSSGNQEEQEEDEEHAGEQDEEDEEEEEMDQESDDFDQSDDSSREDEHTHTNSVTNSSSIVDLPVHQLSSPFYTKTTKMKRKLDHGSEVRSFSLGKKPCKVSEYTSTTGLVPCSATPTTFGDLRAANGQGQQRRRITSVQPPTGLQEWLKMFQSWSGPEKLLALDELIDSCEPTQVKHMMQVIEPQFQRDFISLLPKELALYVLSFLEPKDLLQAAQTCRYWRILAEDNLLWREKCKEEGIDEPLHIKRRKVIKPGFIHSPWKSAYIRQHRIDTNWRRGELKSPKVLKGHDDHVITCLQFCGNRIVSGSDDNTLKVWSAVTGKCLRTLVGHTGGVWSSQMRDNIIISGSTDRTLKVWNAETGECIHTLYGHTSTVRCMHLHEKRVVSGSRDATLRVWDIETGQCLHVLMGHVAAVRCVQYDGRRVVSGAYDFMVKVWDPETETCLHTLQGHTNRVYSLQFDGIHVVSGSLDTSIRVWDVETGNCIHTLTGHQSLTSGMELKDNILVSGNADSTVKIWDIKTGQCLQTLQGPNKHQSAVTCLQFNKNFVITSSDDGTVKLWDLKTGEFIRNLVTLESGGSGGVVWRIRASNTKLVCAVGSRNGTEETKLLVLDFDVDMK
* = called active by the depositor; . = not tested or not shown.

item	Structure	GPR151 activ	TEAD-YAP block	MITF primary	FBW7 activator
1	CCN(CC)C(=O)C(=O)Nc1ccc(OC)c(OC)c1	-0.2	-4	-2	-0.1
2	COc1ccc(CNCCC2CCC(=O)N2CCc2ccncc2)cc1 (stereo not given)	-0.8	-3	4	0.0
3	COc1ccc(NC(=O)C2CCCN2S(=O)(=O)c2cccc3cccnc23)cc1Cl (stereo not given)	-0.6	-22	7	-0.1
4	COc1ccc(CNC(=O)Cn2c3ccccc3c3nc(=O)cc(C)n32)cc1	2.7	1	-3	-0.3
5	CCCOC(=O)c1cccc(NC(=O)C(C)N2C(=O)c3ccccc3C2=O)c1 (stereo not given)	3.3	-2	-4	0.0
6	COc1ccc(NC(=O)C2(S(=O)(=O)c3ccc(C)cc3)CC2)cc1	-0.6	-5	-1	-0.1
7	CCOc1ccc(C2NC(=S)NC(C)=C2C(=O)OC)cc1OCC (stereo not given)	0.7	-17	-2	-0.1
8	O=C(CNCc1ccccc1)Nc1ccc(N2CCCCCC2)cc1	-0.5	-5	35	-0.6
9	CCOc1ccc(NC(=O)C2CC(=O)N(CC)C(=Nc3ccccc3)S2)cc1 (stereo not given)	-0.5	11	9	-0.1
10	O=[N+]([O-])c1ccc(Cl)c(C=Nc2ccc3[nH]ncc3c2)c1	1.2	8	-8	0.0
11	O=C1CCCN1CCCNc1ncnc2nc(Nc3ccccn3)[nH]c12	0.6	2	10	-0.2
12	OC1CCC(Nc2ncc(-c3cnn(Cc4ccccc4)c3)n3ccnc23)CC1 (stereo not given)	2.5	2	5	0.1
13	COc1ccc(NC(=O)Cn2nnc(-c3ccccc3NC(=O)c3ccco3)n2)cc1	-0.2	5	0	-0.1
14	CCCOc1ccc(C(=O)CCN2CCN(C(=O)OCC)CC2)cc1	0.5	5	13	0.1
15	CCC(C)NCC(=O)Nc1cccc(C)c1 (stereo not given)	-2.0	-5	9	0.6
16	CC(=O)Nc1ccc(OCC(O)CN2CCCC2)cc1 (stereo not given)	1.7	-5	16	0.2
17	CCCn1c2ccccc2c2cnn(CC(=O)NCc3ccccc3OC)c(=O)c21	0.0	-10	-6	0.2
18	CCCC(OC(=O)CN1C(=O)COc2ccccc21)C(=O)NC(C)(C)C (stereo not given)	-1.3	-13	20	0.2
19	CN(C)Cc1c(C(=O)O)nnn1-c1nonc1N	-1.4	2	-5	0.0
20	COc1ccccc1OCC(=O)Nc1ccccc1C(=O)N1C(C)CCCC1C (stereo not given)	-1.3	13	8	0.1
21	COC(=O)c1ccc(C(=O)Nc2nc3c(C)cc(C)cc3s2)cc1	0.8	12	0	0.0
22	Cc1cc(C)c2sc(NC(=O)CN3C(=O)CCC3=O)nc2c1	3.4	2	-3	-0.3
23	COC(=O)C1=C(C(=O)OC)SC(=C2C(=S)C(C)(C)N(C(=O)C(F)(F)F)c3ccc(C)cc32)S1	1.5	0	-3	-0.2
24	FC(F)(F)COc1nc(N2CCCCC2)nc(N2CCOCC2)n1	0.4	-2	-58	0.0
25	CCN(CC)CCNc1nc2cc(OC)c(OC)cc2c2nc(-c3ccccc3)nn12	0.3	54*	9	-0.5
26	Cc1c(Cl)cccc1Nc1nnc(Cc2ccccc2Cl)c(=O)[nH]1	-2.2	-5	11	0.8
27	O=C(COC(=O)CN1C(=O)c2ccccc2C1=O)Nc1ccc(OC(F)(F)F)cc1	0.0	10	13	-0.1
28	CCOc1ccccc1C1C(C#N)=C(SCC(=O)Nc2cccc(Cl)c2C)NC(C)=C1C(=O)Nc1ccccc1 (stereo not given)	-0.9	10	-4	0.0
29	CC1CCN(c2ccc(S(=O)(=O)N3CCC(C)CC3)cc2[N+](=O)[O-])CC1	-0.4	-1	8	-0.5
30	CCOC(=O)C1CCCN(c2c(NCCN(CC)c3ccccc3)c(=O)c2=O)C1 (stereo not given)	-0.4	8	8	0.0
31	CC(C)CO/N=C1\C[C@@H](O)[C@@H](O)[C@@H]2[C@@H]3C(=O)N([C@@H](C)c4ccccc4)C(=O)[C@@H]3CC[C@@H]12	1.5	.	114*	0.0
32	Cc1ccc(C(c2nnnn2C2CCCC2)N(Cc2cccnc2)CC2CCCO2)cc1 (stereo not given)	-0.2	0	11	-0.2
33	COc1ccccc1NC(=O)CSc1ncccc1C(=O)NCc1cccnc1	-0.3	-3	13	0.2
34	CC1(C)CC(=O)C2=C(C1)OC(N)=C(C#N)C2c1cccc(Br)c1 (stereo not given)	0.9	-13	3	-0.1
35	COc1ccc(C(=O)N2CCN3C(=O)[C@H](Cc4ccc(O)cc4)NC(=O)[C@H]3C2)cc1	2.7	-1	2	-0.2
36	C#CCOC(=O)CCCC(=O)Nc1ccc(I)cc1	0.3	-1	8	-0.1
37	O=C(c1ccc(-n2c(=S)[nH]c3ccccc3c2=O)cc1)N1CCC(Cc2ccccc2)CC1	-0.1	-5	-19	0.4
38	COc1cc(S(=O)(=O)N2CCN(c3ccccc3OC)CC2)c(OC)cc1Br	0.6	2	-2	0.1
39	O=[N+]([O-])c1c(NCCO)cc(N2CCc3ccccc3C2)c2nonc12	-1.0	-1	5	0.1
40	Cc1ccccc1NC(=O)CSc1nnc(C2CCCCC2)o1	-0.7	-3	11	0.0
41	CCc1ccc(-c2cc(C(=O)NN3CCOCC3)c3ccccc3n2)s1	-0.9	-6	-13	-0.2
42	O=C(c1sc2ccccc2c1Cl)n1cc(Cl)cn1	-1.2	0	-9	-0.2
43	Cc1nn(Cc2ccccc2)c(C)c1NC(=O)CCCn1nc([N+](=O)[O-])cc1C	0.7	1	-24	0.0
44	CCOC(=O)COc1ccc2cc(-c3ccc(OC)cc3)c(=O)oc2c1	-1.8	12	-22	0.1
45	COc1ccccc1C1=N/C(=C\c2cccc(Cl)c2Cl)C(=O)O1	-0.9	7	-6	-0.1
46	CNCC(=O)Nc1ccc(OC(F)(F)F)cc1	-1.0	7	9	0.2
47	COc1cc([N+](=O)[O-])cc2sc(NC(=O)c3ccccc3Br)nc12	1.6	-1	-8	0.0
48	CCSC1=C(C#N)C(=O)NCS1	-0.5	5	10	0.1
49	COc1cc(C(=O)Nc2cccnc2)ccc1OCc1cccc(F)c1	-4.3	-2	9	-0.1
50	COc1ccccc1C(=O)Nc1ccc(C(=O)N2CCCC2)cc1	-5.0	6	-14	0.4

Values by screen from the entries so far.
Entries 30 to 40 in TEAD-YAP block read 8, ., 0, -3, -13, -1, -1, -5, 2, -1, -3
Entries 30 to 40 in MITF primary read 8, 114*, 11, 13, 3, 2, 8, -19, -2, 5, 11
Entries 30 to 40 in FBW7 activator read 0.0, 0.0, -0.2, 0.2, -0.1, -0.2, -0.1, 0.4, 0.1, 0.1, 0.0

Remaining list, next part.
item	Structure	GPR151 activ	TEAD-YAP block	MITF primary	FBW7 activator
51	CCOc1cc(C2N=C(N)Nc3nc4ccccc4n32)ccc1O (stereo not given)	1.0	3	0	0.0
52	CCOC(=O)CCc1cc2c(C)cc(=O)oc2cc1O	-0.5	-2	10	-0.1
53	O=S1(=O)N=C(SCc2ccccc2)Nc2ccccc21	2.0	-23	-2	0.1
54	CCNC(=O)OCc1cc2cccc3c2n(c1=O)CCC3	3.3	3	15	0.4
55	CCN(CC)C(=S)SC1CC(=O)N(c2ccc(NC(C)=O)cc2)C1=O (stereo not given)	0.0	24	4	-0.2
56	Oc1c(-c2ccccc2)sc2nccc[n+]12	2.1	2	10	-0.1
57	COC(=O)c1c(C(=O)OC)c2cc(C(=O)c3ccccc3)ccn2c1Cl	-1.4	9	3	1.2
58	CC1(C)Cc2ccccc2-c2nc(NCCO)[nH]c(=O)c21	0.2	15	1	0.0
59	COc1ccc(C(=O)O)cc1Nc1nc2ccc(C)cc2n2cnnc12	1.9	10	0	0.0
60	CCOC(=O)NC(Nc1ccc(C)cn1)(C(F)(F)F)C(F)(F)F	0.0	-4	14	0.1
61	CC(C)n1c(Nc2ccccc2)nc2c(NCCCN3CCCC3=O)ncnc21	-1.2	-2	15	0.0
62	CCOC(=O)N1CCN(S(=O)(=O)c2ccc3c(c2)oc(=O)n3C)CC1	-2.2	-3	-14	-0.2
63	O=c1cc(O)c2c(=O)oc3ccccc3c2o1	0.1	-2	-8	0.0
64	CC1(C)CCCC2=C1CC1C(=O)N(O)C(=O)C1C2 (stereo not given)	-1.4	1	13	-0.1
65	Cc1cc(O)c(C=O)c2c1C(=O)Oc1c(COC(=O)/C=C/C(=O)O)c(O)c(C(=O)O)c(C)c1O2	0.2	5	76*	-0.2
66	COC(=O)c1ccc(C(=O)Nc2nc3ccc(S(C)(=O)=O)cc3s2)cc1	1.9	10	3	0.1
67	NS(=O)(=O)c1ccc(CNc2ccc3ncc(-c4ccoc4)n3n2)cc1	-1.2	5	16	0.1
68	CCc1c(C(=O)NC2CCCCCC2)[nH]c(C)c1C(C)=O	-1.0	-2	2	0.1
69	Cc1nc2c3ccccc3n3c(CCCC(=O)N4CCc5ccccc5C4)nnc3n2n1	0.1	-7	17	0.5
70	Cc1ccc(Cn2nnc3c(=O)n(Cc4ccc(F)cc4)cnc32)cc1	-0.2	0	-19	0.0
71	Cc1ccc(S(=O)(=O)N(CC(=O)NCCc2ccc(F)cc2)c2ccccc2C)cc1	-0.9	-4	-4	-0.1
72	COc1ccccc1CCNC(=O)C1CC12CCN(Cc1ccc3nsnc3c1)CC2 (stereo not given)	-0.1	-3	1	0.0
73	Cc1cccc(Cn2c(SCc3ccccc3)nc3c2c(=O)[nH]c(=O)n3C)c1	0.5	-2	4	-0.3
74	CC(=O)c1c(C)[nH]c(C(=O)OC(C)C(=O)NCC2CCCCC2)c1C (stereo not given)	-0.5	-4	-5	0.0
75	COCCNC(=O)Nc1ccc2c(c1)N(C)C(=O)CS2	-0.6	-1	-5	0.0
76	CN(C)CC(O)COc1ccc(CN(C)CC23CC4CC(CC(C4)C2)C3)cc1 (stereo not given)	1.2	-3	-6	0.1
77	O=c1[nH]c2ccccc2nc1-c1ccccc1NCc1ccccc1	-0.4	-2	17	0.1
78	O=C(CSc1nc2ccccc2[nH]1)N1CCCCCC1	1.3	-67	-20	0.0
79	Oc1ccc(C2CCCCC2)cc1	0.5	-3	10	0.3
80	CN(C)N1CCN(S(=O)(=O)c2ccc(S(=O)(=O)c3ncccn3)cc2)CC1	0.3	9	1	1.0
81	CC(C)CC(=O)N1CCN(Cc2ccncc2)CC1	-1.4	-2	65*	0.1
82	COc1cccc(C(=O)OCC(=O)NC(C)(C)C)c1OC	-0.6	2	-7	-0.1
83	Cn1c(=O)c2c(ncn2CCCN)n(C)c1=O	-0.7	-5	5	0.5
84	Cn1c(-c2ccccc2)c(C(=O)CN2CCOCC2)c2ccccc21	-1.7	-3	-10	-0.1
85	CC(C)(C)NC(=O)c1cn2c(n1)sc1ccccc12	-1.1	-58	-7	-0.1
86	COc1cccc(/C=C/c2nc3ccccc3c(=O)n2-c2ccc(C)c(F)c2)c1OC	-0.7	-2	4	0.2
87	COc1ccc(S(=O)(=O)CCC(=O)NCCc2ccccc2Cl)cc1	-1.5	-2	0	-0.1
88	C[C@H](O)[C@H]1NC(=O)[C@@H]2C[C@H](NCc3ccc(C(C)(C)C)cc3)CN2C1=O	-0.4	-1	2	-0.1
89	Cc1ccc2c(C)nc(NC3=NCC(=O)N3)nc2c1	1.8	1	-69	-0.1
90	CSCCC(N)c1nc2ccccc2[nH]1 (stereo not given)	-1.3	1	18	-0.3
91	CCOc1ccc(C(c2nnnn2C2CCCCC2)N2CCN(CC)CC2)cc1 (stereo not given)	2.1	1	-1	-0.2
92	CCOC(=O)c1cccc(NC(=O)c2ccc(OC)cc2)c1	-0.7	-20	0	-0.1
93	CC(=O)NCCCNS(=O)(=O)c1ccc(C)cc1	0.0	0	6	-0.1
94	Cc1cc(=O)c(C(=O)N2CCCCC2)c(CC2CCCC2)n1CCN(C)C	-0.6	3	-2	0.0
95	COc1ccc(NC(=O)CCCCCn2c(SCC(=O)Nc3cc(C)[nH]n3)nc3ccsc3c2=O)cc1	0.3	9	-2	-0.1
96	CSc1ccc(/C=C2/SC(NC(C)=O)=NC2=O)cc1	-0.2	-17	7	-0.1
97	CC(C)n1cnc2c(NCCCN3CCCC3=O)nc(N3CCC(N4CCOCC4)CC3)nc21	-0.4	4	3	0.4
98	COCCCNc1nc2c(S(=O)(=O)c3cc(C)ccc3C)nnn2c2ccsc12	-0.1	1	6	0.0
99	CS(=O)(=O)c1ccc(NS(=O)(=O)c2ccc3oc(=O)ccc3c2)cc1	-0.3	-2	4	0.1
100	COc1ccc(S(=O)(=O)ON2C(=O)c3cccc4cccc(c34)C2=O)cc1OC	-0.6	0	-5	0.5
101	Cc1sc2nc(C3CC3)n3c(=O)n(CC(=O)NC4CC4)nc3c2c1C	0.2	8	0	-0.1

A second format for some results above.
[14] CCCOc1ccc(C(=O)CCN2CCN(C(=O)OCC)CC2)cc1
  GPR151 activ: 0.5 | TEAD-YAP block: 5 | MITF primary: 13 | FBW7 activator: 0.1

[23] COC(=O)C1=C(C(=O)OC)SC(=C2C(=S)C(C)(C)N(C(=O)C(F)(F)F)c3ccc(C)cc32)S1
  GPR151 activ: 1.5 | TEAD-YAP block: 0 | MITF primary: -3 | FBW7 activator: -0.2

[72] COc1ccccc1CCNC(=O)C1CC12CCN(Cc1ccc3nsnc3c1)CC2 (stereo not given)
  GPR151 activ: -0.1 | TEAD-YAP block: -3 | MITF primary: 1 | FBW7 activator: 0.0

[71] Cc1ccc(S(=O)(=O)N(CC(=O)NCCc2ccc(F)cc2)c2ccccc2C)cc1
  GPR151 activ: -0.9 | TEAD-YAP block: -4 | MITF primary: -4 | FBW7 activator: -0.1
